EWS-Fli block: EWS/Fli-driven NR0B1 reporter inhibitors, primary screen, A673 cells, NR0B1 luciferase, luminescence, MLPCN library; actives 0.67% (n = 350,000); viability-normalised; inhibition, % at 12.6 µM;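 active = mean inhibition of at least 50% after viability correction, with every replicate also passing that limit; inconclusive = mean reaches 50% but only one of two replicates passes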;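 also: firefly luciferase signal divided by Alamar Blue viability fluorescence both relative to DMSO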
Cneo AK release: Cryptococcus neoformans cell lysis inducers, primary screen, AK release luminescence, single concentration; actives 0.2% (n = 360,000); lysis activity, % at 15 µM; C. neoformans lysis, adenylate kinase release luminescence, 4 h; normalised: neutral wells 0, clomiphene wells 100;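 active = mean lysis activity across replicates of at least 80%, whatever share of replicates individually reach that level; inactive = mean lysis activity below 80%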
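Assay system: C. neoformans cells. Amount: yeast cell density of 5 × 10^6 cells/mL. Technique: AK luminescence. Buffer or medium: YPD. Times: static 4 h at 37 °C with compound, 1 h detection. Dosing: single-point compound dose. Read-out: lysis from increased AK signal.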
LGR2 inh: inhibitors of bursicon-induced LGR2 CRE-luciferase signal, primary screen, cell-based, HEK293, CRE-luciferase reporter, bursicon stimulation; Drosophila bursicon receptor LGR2 (rickets); bursicon-stimulated, 4 h; inhibition, % at 9.99 µM; actives 0.35% (n = 380,000);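 active = drop in luminescence signal, shown as inhibition above about 50% in the replicate tests, limit read from the data, passing the limit was not always enough; inconclusive = probably only some replicates passing the limit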;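 also: agonist challenge used bursicon conditioned medium at about half maximal strength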
PAX8 reporter: inhibitors of PAX8-driven TPO luciferase reporter, primary screen, RMG-I cells, single concentration. SteadyGlo, 24 h. inhibition, % at 12.6 µM. actives 1.2% (n = 360,000);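 active = mean replicate inhibition at least 60% with every replicate also reaching 60%; inconclusive = only one of the two criteria is met; inactive = mean below 60% and not all replicates reaching 60%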;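 also: luciferase light reporting Pax8 driven TPO promoter activity; plate controls were median of neutral control wells for no effect and mitoxantrone controls for full effect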
miR-122 sensor: miR-122 Renilla sensor signal increase in Huh7, primary screen, miR-122 inhibitor project, cell-based, single point, plate reader; Huh7 miR-122 Renilla luciferase sensor, 48 h; neutral wells = 0, positive control = 100; activation (reporter increase), % at 12.5 µM; actives 0.3% (n = 340,000);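 active = mean replicate activation score at least 90 and every replicate individually at or above 90; inconclusive = only one of the two criteria met; inactive = neither criterion met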;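 also: higher luciferase means less miR-122 activity so hits act as miR-122 inhibitors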
PGC1a acetyl inh: inhibitors of PGC1a acetylation signal, primary screen, cell-based, U2OS, AlphaScreen, inhibitor mode. AlphaScreen anti-acetyl-lysine; with virally co-expressed GCN5 acetyltransferase. inhibition, % at 15.6 µM. actives 0.17% (n = 350,000). AID 651687, 2012;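 active = every replicate shows inhibition of at least 40%; inconclusive = mean inhibition at least 40% but some replicate below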;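 also: 0% = neutral control wells and 100% = positive control wells; some results beyond the cut were filed as inactive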
FN deposit inh: inhibitors of fibronectin matrix deposition, primary screen, AH1F cells, Alexa488-fibronectin fluorescence, plate reader; AH1F fibroblasts, overnight; inhibition, % at 12.6 µM; actives 0.086% (n = 350,000);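 active = mean inhibition across replicates of 30% or more, regardless of how many single replicates reach that level; inconclusive = mean under 30% yet at least half of replicates reach 30%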;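 also: positive control wells lacked labelled fibronectin entirely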
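Material: AH1F fibroblast monolayer depositing Alexa488-labelled fibronectin into matrix / Amount: 10000 AH1F cells per well / Signal: fluorescence 485/525 nm / Medium: DMEM, 2% serum / Compound: single dose, pinned / Incubation: 1 h cell adhesion before compound, then overnight fibronectin incubation / Reagent: Alexa488-FN, 24 nM final / Read-out: inhibition of fibronectin deposition signal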
Casp6 inh: human caspase-6 inhibitors, primary screen, biochemical, VEID-R110 fluorescence, single point, set 2; purified caspase-6, Z-VEID-R110 cleavage fluorescence; inhibition, % at 12.5 µM; actives 0.53% (n = 350,000);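 active = mean inhibition across replicates at least about 35%, with every replicate also reaching that limit, limit read from the data; inconclusive = only one of the two criteria met; inactive = neither criterion met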;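 also: 0% = median of neutral control wells and 100% = no fluorescence left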
Target sequence (P55212 24-179 limits assumed): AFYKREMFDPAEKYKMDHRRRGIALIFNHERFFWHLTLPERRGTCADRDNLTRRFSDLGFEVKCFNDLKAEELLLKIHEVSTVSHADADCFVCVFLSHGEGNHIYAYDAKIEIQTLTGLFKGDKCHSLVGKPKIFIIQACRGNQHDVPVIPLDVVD
Target sequence (P55212 194-293 limits assumed): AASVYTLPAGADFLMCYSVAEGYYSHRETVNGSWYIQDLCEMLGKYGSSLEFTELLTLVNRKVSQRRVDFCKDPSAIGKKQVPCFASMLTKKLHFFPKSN
The depositor's hits bear a star; ? = inconclusive; · = not tested or not shown; & = joins results of further samples; [ ] = another dose, or the depositor's remark.

SMILES | EWS-Fli block | Cneo AK release | LGR2 inh | PAX8 reporter | miR-122 sensor | PGC1a acetyl inh | FN deposit inh | Casp6 inh
CCN(C(=O)COC(=O)c1ccc(F)c(S(=O)(=O)N2CCOCC2)c1)C1CCS(=O)(=O)C1 (centres undefined) | 1 | -1 | 8 | · | -5 | 2 | 9 | 3
COc1ccccc1-c1ccc([C@@H]2[C@H](CO)N3CCCCN(Cc4ccncc4)C[C@@H]23)cc1 | 3 | -2 | -6 | -17 | 13[16.7 µM] | 1 | · | -4
COc1ccc(NC(=O)COC(=O)CC2CCCC2)cc1Cl | 1 | · | -6 | -9 | · | · | 6 | 3
O=C(NCc1ccncc1)c1cccc(S(=O)(=O)Nc2ccc(F)cc2)c1 | 7 | 1 | -29 | 16 | 91* | · | 6 | -9
O=C([C@H]1N[C@H]2c3ccc(C4=CCCC4)c(=O)n3C[C@H]2[C@@H]1CO)N1CCc2ccccc2C1 | 1 | 45 | -4 | · | -3[16.7 µM] | · | · | 0
O=C(Cn1cnc([N+](=O)[O-])c1)Nc1ccc(Cl)cc1Cl | 10 | 0 | 3 | 0 | 3 | -4 | 4 | -2
S=C(NCC1CCCO1)Nc1ccc(Cl)cc1Cl (centres undefined) | · | 24 | 22 | -89 | 27 | 0 | 30* | ·
CC(C(=O)N1CCc2ccccc2C1)N(c1ccccc1)S(C)(=O)=O (centres undefined) | -14 | 8 | -6 | 6 | -2 | ? | 7 | -5
C/C(=N\NC(=O)c1ccccc1)c1ccc(-n2ccnc2)cc1 | -3 | · | 22 | -23 | · | · | 10 | -1
CC1=C(C(=O)Nc2ccccc2)C(c2cc(CN3CCOCC3)cs2)C2=C(CCCC2=O)N1 (centres undefined) | 1 | · | 12 | -21 | · | -2 | -1 | -1
C[C@H]1CCCCO[C@@H](CN(C)Cc2ccc(C(F)(F)F)cc2)[C@@H](C)CN([C@@H](C)CO)C(=O)c2cc(NC(=O)C3CCCCC3)ccc2O1 | 11 | 1 | 19 | -20 | 1[16.7 µM] | 5 | · | ·
COc1ccc(OC)c(CNC(=O)C2CCN(S(=O)(=O)N3CCCCC3)CC2)c1 | · | 17 | 5 | -5 | · | 7 | -23 | 2
C[C@@H]1CN([C@H](C)CO)C(=O)c2cc(NC(=O)CCC(F)(F)F)ccc2O[C@@H](C)CCCCO[C@H]1CN(C)S(=O)(=O)c1ccccc1 | -2 | -2 | -1 | 3 | 3[16.7 µM] | -17 | · | -1
CCCc1[nH]n(-c2ccc(F)cc2)c(=O)c1C=NCC1CCCO1 (centres undefined) | 0 | 1 | · | 9 | -3 | 6 | 9 | 0
CC(=O)N(C)C[C@H]1Oc2cc(-c3ccccc3)ccc2S(=O)(=O)N([C@@H](C)CO)C[C@H]1C | 7 | -3 | 2 | 18 | -23[16.7 µM] | -4 | 1 | 2
COc1cc(CC(=O)OCC(=O)Nc2ccc(N3CCOCC3)cc2)cc(OC)c1OC | 0 | 1 | -11 | 4 | -1 | 7 | 1 | -6
O=C(Cc1ccc(F)cc1)Nc1nnc(SCC(=O)N2CCCCC2)s1 | 11 | · | 11 | 2 | · | 9 | 8 | 3
O=C(NC1CCCCC1)N[C@H]1CC[C@@H](CCNS(=O)(=O)c2ccc(Cl)cc2)O[C@@H]1CO | -4 | 7 | 14 | 5 | · | -6 | -7 | 0
Cn1nccc1C(=O)Nc1nnc(C2CC2)s1 | -8 | 3 | -5 | -20 | -5 | 0 | · | 2
C/C(=N\OCc1nc2ccccc2c(=O)n1/N=C/c1cc(C)cc([N+](=O)[O-])c1O)c1ccccc1 | -3 | -1 | -7 | -19 | -10 | 6 | 15 | 9
O=C1C(=Nc2cccc(Cl)c2)CC(c2ccc(Cl)cc2)N1c1cccc(Cl)c1 (centres undefined) | -33 | 6 | -29 | -77 | -3 | · | 0 | -2
COCC(C)NC(=O)COCc1cc(-c2ccc3c(c2)OCO3)on1 (centres undefined) | 5 | 1 | -1 | 11 | 3 | -10 | 4 | -2
COc1ccccc1C(=O)NCC(=O)NNC(=O)C1COc2ccccc2O1 (centres undefined) | 3 | -2 | -21 | -2 | -3 | · | · | 3
CNC(=O)c1c(C)[nH]c(=S)c(C#N)c1-c1ccco1 | 6 | -1 | 24 | 3 | -4 | 16 | 3 | 11
O=C(C[C@H]1C=C[C@@H](NC(=O)c2ccc(F)cc2)[C@H](CO)O1)NCc1ccncn1 | -8 | 2 | 2 | -5 | · | 2 | 4 | 1
C[C@H]1CN([C@@H](C)CO)C(=O)c2ccccc2-c2ccccc2CO[C@H]1CN(C)C(=O)c1ccncc1 | -10 | 0 | 4 | 2 | · | -6 | -1 | 0
CC(C)C(NC(=O)c1ccccc1)C(=O)NCC(c1ccccc1)N(C)C (centres undefined) | 5 | · | 5 | -4 | · | · | -1 | 3
Cc1cc(NC(=O)c2cc(-c3ccccc3Cl)nc3ccccc23)no1 | 11 | 1 | 6 | 19 | 2 | -3 | 2 | -2
CCCCN1CCCCC1(C)C(=O)NCc1ccc2c(c1)OCO2 (centres undefined) | -5 | -3 | 4 | 4 | 1 | 7 | 2 | -5
N/C(=N\S(=O)(=O)c1ccc(Cl)cc1)N1CCOCC1 | -5 | 0 | 2 | 2 | 6 | -2 | 2 | -2
COc1ccc(OC)c(S(=O)(=O)n2nc(C)cc2C)c1 | · | -1 | · | 18 | -4 | -1 | 1 | ·
CC1(C)C=C(c2ccc(O)cc2)CC(C)(C)N1 | · | -9 | -3 | · | 3 | 3 | · | ·
COc1ccc(OCC(=O)N/N=C(\C)c2ccc(-n3ccnc3)cc2)cc1 | · | · | 3 | 4 | 9 | 6 | -1 | ·
O=C(C[C@H]1CC[C@@H]2[C@H](COC[C@@H](O)CN2CCC(F)(F)F)O1)NCc1ccc2c(c1)OCO2 | 4 | -3 | 2 | -20 | -4[16.7 µM] | -8 | -1 | -1
O=C(NCc1ccccn1)C1CCCN(S(=O)(=O)c2cccc3nsnc23)C1 (centres undefined) | · | 6 | · | 0 | -6 | -5 | -7 | ·
CCc1ccc(NC(=O)C(C)OC(=O)C2CCN(c3ccc(C(F)(F)F)cn3)CC2)cc1 (centres undefined) | -5 | · | -4 | -20 | -2 | 7 | -1 | 0

Look-ups from above.
Reading for CC1=C(C(=O)Nc2ccccc2)C(c2cc(CN3CCOCC3)cs2)C2=C(CCCC2=O)N1 (centres undefined) in EWS-Fli block: 1
Reading for COc1ccc(OC)c(CNC(=O)C2CCN(S(=O)(=O)N3CCCCC3)CC2)c1 in Casp6 inh: 2

Next records follow.
SMILES | EWS-Fli block | Cneo AK release | LGR2 inh | PAX8 reporter | miR-122 sensor | PGC1a acetyl inh | FN deposit inh | Casp6 inh
CCC(=O)N(Cc1ccco1)Cc1cc2cccc(C)c2n2nnnc12 | 0 | · | 6 | 18 | -12 | · | 17 | 2
CO[C@H]1CN(C)C(=O)c2ccc(NC(=O)Nc3ccc(C(F)(F)F)cc3)cc2OC[C@H](C)NC[C@@H]1C | 11 | · | 3 | · | · | -1 | 3 | -3
O=C1CSC(=S)N1c1ccc(O)cc1 | 11 | -2 | ? | 28 | 4 | 6 | -6 | 2
O=C(CC1CC1)Nc1ccc2c(c1)[C@@H]1C[C@H](CC(=O)N3CCc4ccccc4C3)O[C@@H](CO)[C@@H]1O2 | 10 | 71 | 19 | · | -3[16.7 µM] | 10 | 3 | 3
CCOC(=O)N1CCN(S(=O)(=O)c2ccc(C)c(C(=O)NC3CCCCC3)c2)CC1 | 7 | -2 | 0 | -1 | 7 | -3 | 6 | 3
CCCN(CC(=O)Nc1ccccc1C)C(=O)/C=C/c1ccc(S(=O)(=O)N2CCCCCC2)cc1 | 15 | · | -3 | 23 | · | · | 3 | 3
CC1(C2CCC3C4CCC5CC6(CCC5(C)C4C(=O)CC32C)OCCO6)OCCO1 (centres undefined) | 4 | 0 | · | -10 | · | -12 | 1 | 2
CCOc1ccc(N2C(=O)CS/C2=N/NC(=O)COc2ccc3ccccc3c2)cc1 | -3 | -1 | 21 | · | -5 | 5 | · | -1
O=C1NC(=O)C(=Cc2ccco2)S1 | -20 | 1 | 8 | 0 | -4 | 38 | -5 | 49*
C[C@@H]1CN([C@@H](C)CO)C(=O)c2cc(C#Cc3cccc(F)c3)cnc2O[C@@H]1CN(C)CC1CCOCC1 | 5&7 | 0&2 | 14 | -2&2 | 2 | -2&-1 | 7 | -6&1
O=C(Nc1ccc(-c2csc(Nc3cccc(C(F)(F)F)c3)n2)cc1)c1ccccc1 | -40 | -3 | -13 | 34 | · | · | 2 | 1
O=C(O)[C@H]1CC=C[C@H]2CCN(Cc3ccc(Cl)c(Cl)c3)C(=O)[C@@H]12 | 0 | 2 | 4 | -1 | -5 | 13 | · | 4
C/C=C/c1ccc([C@H]2[C@@H](CO)N3CCCCN(C(=O)Nc4ccc(OC)cc4)C[C@@H]23)cc1 | -8 | 0 | 6 | -20 | 4[16.7 µM] | -1 | · | -3

Among those listed so far, these contain a Cl atom.
SMILES | EWS-Fli block | Cneo AK release | LGR2 inh | PAX8 reporter | miR-122 sensor | PGC1a acetyl inh | FN deposit inh | Casp6 inh
COc1ccc(NC(=O)COC(=O)CC2CCCC2)cc1Cl | 1 | · | -6 | -9 | · | · | 6 | 3
O=C(Cn1cnc([N+](=O)[O-])c1)Nc1ccc(Cl)cc1Cl | 10 | 0 | 3 | 0 | 3 | -4 | 4 | -2
S=C(NCC1CCCO1)Nc1ccc(Cl)cc1Cl (centres undefined) | · | 24 | 22 | -89 | 27 | 0 | 30* | ·
O=C(NC1CCCCC1)N[C@H]1CC[C@@H](CCNS(=O)(=O)c2ccc(Cl)cc2)O[C@@H]1CO | -4 | 7 | 14 | 5 | · | -6 | -7 | 0
O=C1C(=Nc2cccc(Cl)c2)CC(c2ccc(Cl)cc2)N1c1cccc(Cl)c1 (centres undefined) | -33 | 6 | -29 | -77 | -3 | · | 0 | -2
Cc1cc(NC(=O)c2cc(-c3ccccc3Cl)nc3ccccc23)no1 | 11 | 1 | 6 | 19 | 2 | -3 | 2 | -2
N/C(=N\S(=O)(=O)c1ccc(Cl)cc1)N1CCOCC1 | -5 | 0 | 2 | 2 | 6 | -2 | 2 | -2
O=C(O)[C@H]1CC=C[C@H]2CCN(Cc3ccc(Cl)c(Cl)c3)C(=O)[C@@H]12 | 0 | 2 | 4 | -1 | -5 | 13 | · | 4
